TNAP activators: human TNAP enzyme activators, primary screen, biochemical, luminescent, no phosphate acceptor, uHTS (AID 1001); hit rate 0.03% among 200,000; purified TNAP, luminescent activation assay, no phosphate acceptor; higher activation fold means a stronger effect; one-dose activation fold at 20 µM; EC50 in µM for titrated hits; in the data active means activation fold from about 3, or a potency from the dose series; inactive means the rest, 99 in 100 with activation fold below about 1.6; further: many of its hits are not listed in these tables
bCat nuc transl: alters nuclear translocation of beta-catenin in HeLa cells; nuclear translocation activity, % at 5 µM; AID 1665; hit rate 0.3% among 190,000; immunofluorescence imaging;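 active means nuclear translocation activity above 50% at 5 µM, with a well cell count of 50 or more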;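 further: per-cell ratio of nuclear to cytoplasmic median beta-catenin stain intensity; plate controls were DMSO negative control for no effect and GSK-3 inhibitor IX positive control for full effect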
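Test system: human HeLa cell line; Doses: 5 µM primary, 0.02–20 µM confirmation; Incubation: 24 h compound exposure, 37°C; Detection: beta-catenin immunofluorescence imaging with DAPI; Read-out: beta-catenin nuclear/cytoplasmic ratio, % activation.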
Ins promoter up: MIN6 insulin promoter up-regulation; MIN6 insulin promoter-GFP reporter, high-content imaging; stronger effect = higher value; z-score at 5 µM; hit rate 0.3% among 190,000;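 active means z-score above 3 at 5 µM with at least 500 cells counted in the well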
Dynein transport: dynein cargo transport inhibition; 3617.4 mouse cells, GR-EGFP nuclear translocation imaging; test concentration mostly 20 µM; stimulated with dexamethasone, 1 µM; stronger effect = lower value; z-score, hits read low; hit rate 0.47% among 220,000; AID 1381;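 active means plate z-score of nuclear minus cytoplasmic receptor signal below a set negative limit, without overly bright fluorescence or cell loss, cut at about -3.5 in these data, passing the limit was not always enough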;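 further: z-score of nuclear minus cytoplasmic ring GR-EGFP intensity difference per well; some compounds called inactive have numbers as strong as hits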
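medium = tetracycline-free induction medium containing charcoal-stripped FBS | also added = 1.0 µM final dexamethasone stimulus | schedule = 48 h induction, 1 h compound, 30 min dex at 37 °C | technique = fixed, Hoechst-stained cells imaged at 10x for EGFP | measure = GR-EGFP nuclear translocation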
T cell modulator: modulates CD8 T cell binding to vesicles | calls only at 7 µM | 2C CD8+ T cell-vesicle binding, flow cytometry; stronger effect = lower value | hit rate 0.068% among 330,000;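 active means response, share of CD8 T cells binding vesicles, and their 90th percentile fluorescence all below set limits, cut at about 80% in these data, passing the limit was not always enough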
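Assay system – 2C mouse CD8+ T cells · Also added – QL9-loaded Drosophila micro-vesicles · Timing – Cell–vesicle co-incubation 1.5 h at 37 °C, staining 20 min on ice · Signal – flow cytometry of vesicle-bound cells · Measure – percent CD8+ FL2 mean versus row control · Controls – Peptide-free naked vesicles (low) and QL9 vesicles with 0.7% DMSO vehicle (high)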
MT stabilize HCS: microtubule stabilization, imaging screen | % tubulin-high responders, % at 10 µM | hit rate 0.83% among 200,000 | HeLa tubulin immunostaining HCS, 24 h; share of cells brighter than vehicle mean+2SD;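 active means plate Z-score above 3 for both tubulin-high and condensed-nucleus cell shares, with cell loss under 80%, at 10 µM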;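 further: anti alpha tubulin signal scored within the nucleus-defined area of each cell; some results filed as inactive read as strong as hits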
Lipid droplet: hepatic lipid droplet formation modulation; AML12 mouse hepatocytes, oleate lipid droplets, BODIPY imaging; inhibition, % at 6.5 µM; hit rate 0.4% among 240,000;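 active means lipid droplet intensity inhibited by at least 50%, with more than 500 cells counted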
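Assay system: AML12 hepatocytes (mouse); Probe or stimulus: oleic acid at 100 µM to induce lipid droplet formation; Dosing: compound at 6.5 µM only; Schedule: compound with oleate, overnight; Detection: fluorescence imaging, 20x objective, two fields per well; Measure: % inhibition of lipid droplet signal.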
Myeloid diff 2: compounds promoting myeloid differentiation; ER-HoxA9 myeloid progenitors, lysozyme-GFP differentiation, flow cytometry; calls only at 10 µM; hit rate 1% among 360,000; AID 624256;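 active means normalized GFP-positive differentiation at or above the plate's own cutoff, the solvent-only control mean plus 3 SD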;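 further: cells exposed to compound for four days before flow analysis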
human PMI inhibition: inhibitors of human PMI, primary screen, biochemical, fluorescence intensity, coupled assay (AID 1209) | purified PMI enzyme, coupled fluorescence intensity; higher % means a stronger effect | inhibition, % at 20 µM; hits with a dose series show IC50 in µM | hit rate 0.42% among 190,000; in the data active means inhibition above about 50%;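 further: plate controls were DMSO vehicle for no effect and wells lacking substrate for full effect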
Dynein transport cytoplasmic EGFP: also measured in Dynein transport; calls as there; z-score; measured here: cytoplasmic GR-EGFP intensity; stronger effect = higher value
Dynein transport nuclear GR-EGFP: further read-out of Dynein transport, marked with its call; z-score; measured here: nuclear GR-EGFP intensity;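 lower value marks the stronger effect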
Dynein transport cell count: further read-out of Dynein transport, marked with its call; z-score; measured here: cell count per field
Ins promoter up cell count: further read-out of Ins promoter up, marked with its call; cell count; measured here: cytotoxicity, nuclei count;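 total cells summed across four imaged fields per well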
Lipid droplet cells 6.5 µM: recorded beside Lipid droplet, whose call it bears; cell count; measured here: cell count, cytotoxicity flag;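 cells counted across two imaged fields per well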
bCat nuc transl cell count 5 µM: also measured in bCat nuc transl; calls as there; cell count; measured here: cell count, cytotoxicity flag
T cell modulator vesicle-bound %: also measured in T cell modulator; calls as there; double positive events, %; measured here: CD8+ vesicle-bound cell fraction;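 binding gate set so that unloaded-vesicle control wells show 10% double positive cells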
MT stabilize HCS Hoechst-high %: second read-out of MT stabilize HCS, no call of its own (marks repeat the call); % Hoechst-high responders; measured here: nuclear condensation Hoechst responders;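 share of cells brighter than vehicle mean plus two SD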
MT stabilize HCS cytotoxicity %: also measured in MT stabilize HCS; calls as there; toxicity, %; measured here: cytotoxicity by cell density;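 0% = mean cell density of plate MIN control wells and 100% = no cells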
Myeloid diff 2 GFP+ MAC1+ %: recorded beside Myeloid diff 2, whose call it bears; GFP+ MAC1+ double positive, %; measured here: differentiation confirmed by MAC1 staining
* marks the source's active call; other numbers are inactive results; i = inactive; nt = not tested or not shown. Rows were taken by chance; any-hit rate near 3%.

molecule	Dynein transport cytoplasmic EGFP	TNAP activators	Dynein transport	Lipid droplet	Myeloid diff 2	Dynein transport cell count	T cell modulator vesicle-bound %	bCat nuc transl	Ins promoter up	human PMI inhibition	Lipid droplet cells 6.5 µM	Myeloid diff 2 GFP+ MAC1+ %	MT stabilize HCS Hoechst-high %	T cell modulator	Dynein transport nuclear GR-EGFP	MT stabilize HCS	bCat nuc transl cell count 5 µM	Ins promoter up cell count	MT stabilize HCS cytotoxicity %
Cc1ccc(S(=O)(=O)NCC(=O)N2CCN(c3ccccc3F)CC2)cc1	0.12	1	0.4	-42	i	-1.5	2	-3.5	0.33	-3%	698	1.7	2.9	i	0.41	4.6	588	1210	6.0
Cc1ccc(NC(=O)CN2C(=O)NC(C)(CCc3ccccc3)C2=O)cc1 (stereo not drawn)	-0.33	1.1	0.12	-17	i	0.17	9	6.7	-0.33	-2%	613	1.2	2.6	i	0.51	3.0	957	1215	4.0
COc1ccc(Cn2cccc(NC(=O)Nc3ccc(C#N)cc3)c2=O)cc1	-0.18	1.1	-0.054	nt	i	-0.23	47	-5.5	-0.08	3%	nt	0.4	1.7	i	0.29	2.0	977	1226	9.0
Cc1ccc(/C=C/c2nc3ccccc3[nH]2)o1	0.53	1.1	-3.2	2	nt	0.36	56	0.7	-0.52	-36%	699	nt	1.2	i	-1.6	2.1	1121	1295	0.0
COc1cccc(NC(=S)N(CCCN2CCOCC2)Cc2cn(C)c3ccccc23)c1	-0.17	1	0.21	-23	i	-0.63	42	1.2	nt	1%	487	0.8	1.7	i	0.23	5.7	943	nt	12
COc1cc(N/C=C2\CC(=O)NC(C)=C2C#N)cc(OC)c1OC	-0.2	1	-0.17	-4	i	0.046	34	-0.1	nt	41%	687	0.5	2.2	i	-0.39	2.8	1108	nt	2.4
CCOc1ccc(OCCCCOc2ccccc2C(C)=O)cc1	-0.28	1.1	0.61	-3	i	0.82	47	1.9	-0.41	19%	683	1.3	1.5	i	0.4	5.4	1092	1340	8.4
O=C(Nc1nc(=O)c2ccccc2s1)c1ccc(Cl)cc1	-0.21	1.2	1	-7	i	-0.94	53	0.8	-0.51	-15%	578	0.4	1.6	i	0.41	3.7	1003	1802	0.5
CCOc1ccc2c(=O)c(-c3ccc4c(c3)OCCCO4)c(C)oc2c1	-0.26	1.2	-0.14	-4	i	0.84	44	-0.2	0.41	4%	702	0.4	4.0	i	0.32	1.1	1150	1454	9.6
CCOc1ccccc1N(CC(=O)N1CCOCC1)S(=O)(=O)c1ccccc1	-0.24	1.1	0.32	-1	i	-0.33	22	0.1	-0.49	10%	754	0.8	1.4	i	0.13	2.9	920	1270	3.5
COC(=O)CSC1=C(C#N)C(c2ccc(C(C)C)cc2)CC(=O)N1 (stereo not drawn)	-0.29	1.2	-1.1	nt	i	1	37	nt	-0.28	5%	nt	2.0	3.0	i	-0.66	3.4	nt	1069	6.3
O=C(c1ccc(S(=O)(=O)N2CCOCC2)cc1)N1CCN(C2=NS(=O)(=O)c3ccccc32)CC1	-0.11	1.1	0.041	10	i	0.31	14	0.9	-0.47	9%	798	6.9	0.8	i	-0.065	1.6	1236	852	6.1
CCCCNC(=O)N1CCN(Cc2ccc(F)cc2)CC1	-0.044	1	1.5	6	i	-0.28	54	-0.3	-1	11%	691	0.7	1.7	i	0.85	3.7	1430	1381	8.8
O=C(CCc1nnc(CCCCc2ccccc2)o1)N1CCCCC1CCO (stereo not drawn)	-0.25	nt	0.49	5	i	0.31	32	1.6	0.15	nt	692	0.1	nt	i	0.11	nt	1288	1135	nt
CN(C(=O)Cc1ccccc1)n1cnnc1	-0.22	1.1	0.51	24	i	-0.95	28	nt	nt	-9%	769	0.1	2.4	i	0.27	2.0	nt	nt	3.5
COc1cc2cc(CN(CCc3cccc(C)c3)C(=S)NCCCN(C)C)c(=O)[nH]c2cc1OC	-0.22	1.2	0.67	-8	i	-0.15	35	-2.1	-0.33	2%	657	0.4	2.4	i	0.69	2.5	1112	1449	13
CC(C)(C)c1ccccc1NC(=O)c1ccco1	-0.24	1.1	-0.3	nt	i	0.88	24	-2.6	nt	-6%	nt	11	2.1	i	0.0063	2.8	938	nt	5.0
O=C(OCCNC(=O)c1ccc2ccccc2n1)c1cccnc1	-0.27	1.1	-0.44	0	i	0.36	39	nt	-0.35	-7%	741	2.0	1.3	i	0.062	1.7	nt	1070	7.6
Cc1ccccc1N(CC(=O)N/N=C/c1ccc(Cl)cc1)C(=O)c1ccccc1	-0.19	0.9	0.28	10	i	0.26	62	-3.2	-0.31	16%	800	0.6	7.7	i	0.57	14	1178	901	12
Cn1c(=O)c(Nc2ccc(Cl)cc2)c2c3c(cccc31)C(=O)c1ccccc1-2	15	0.8	-4.3	34	nt	0.83	41	7.0	15*	16%	690	nt	5.6	i	-0.3	5.5	964	1183*	2.3
CCOC(=O)C(/C(C)=N/NC(=O)c1ccccc1[N+](=O)[O-])C(C)C (stereo not drawn)	-0.23	1.1	0.13	nt	i	0.95	13	-2.9	0.06	-1%	nt	5.1	1.4	i	0.69	2.8	1437	1556	9.5
CCCn1c(-c2cccc([N+](=O)[O-])c2)nc2c1c(=O)[nH]c(=O)n2Cc1ccccc1	-0.23	1.2	1.2	18	i	-0.78	21	5.1	-1.5	18%	675	0.9	2.6	i	0.83	1.7	1197	1385	7.3
Fc1ccc(CNC(=S)NC2CCCC2)cc1	-0.26	1.1	-0.6	-18	i	0.42	43	-5.4	0.1	-6%	618	0.2	3.3	i	-0.32	2.5	592	1347	4.0
O=C(COc1ccc2ccccc2c1)Nc1ccc(Cc2ccncc2)cc1	-0.19	1.1	-0.087	nt	i	-0.28	49	7.4	-0.55	4%	nt	1.7	3.2	i	-0.33	3.2	1254	1624	6.0
Cc1sc2ncnc(SCC(=O)NCC(C)C)c2c1C	-0.14	1.1	1.4	-12	i	-0.089	10	-2.8	-1	-9%	758	1.9	1.4	i	1.2	1.4	1271	810	7.5

Next part, starting with the last 2 of the part before.
molecule	Dynein transport cytoplasmic EGFP	TNAP activators	Dynein transport	Lipid droplet	Myeloid diff 2	Dynein transport cell count	T cell modulator vesicle-bound %	bCat nuc transl	Ins promoter up	human PMI inhibition	Lipid droplet cells 6.5 µM	Myeloid diff 2 GFP+ MAC1+ %	MT stabilize HCS Hoechst-high %	T cell modulator	Dynein transport nuclear GR-EGFP	MT stabilize HCS	bCat nuc transl cell count 5 µM	Ins promoter up cell count	MT stabilize HCS cytotoxicity %
O=C(COc1ccc2ccccc2c1)Nc1ccc(Cc2ccncc2)cc1	-0.19	1.1	-0.087	nt	i	-0.28	49	7.4	-0.55	4%	nt	1.7	3.2	i	-0.33	3.2	1254	1624	6.0
Cc1sc2ncnc(SCC(=O)NCC(C)C)c2c1C	-0.14	1.1	1.4	-12	i	-0.089	10	-2.8	-1	-9%	758	1.9	1.4	i	1.2	1.4	1271	810	7.5
CCN(CC)CCNC(=S)Nc1ccc(Cl)cc1	-0.18	0.9	0.13	0	i	-0.25	54	2.2	0.91	18%	651	0.4	2.0	i	0.055	4.5	1005	1533	2.8
COC(=O)c1ccc(NC(=O)COC(=O)CSc2nc(C)cc(C)n2)cc1	-0.18	1.2	0.4	nt	i	0.027	46	0.7	-0.47	1%	nt	0.6	1.9	i	0.77	2.6	1370	1562	2.7
O=C(Nc1ccc(N2CCOCC2)cc1)c1ccncc1	-0.21	1.2	-0.037	9	i	-0.04	49	-0.9	0.16	12%	740	0.5	1.8	i	-0.078	4.9	1143	1143	6.0
CCOC(=O)CC(C)(C)/C(C)=N/Nc1ccc([N+](=O)[O-])cc1[N+](=O)[O-]	-0.31	1	1.7	12	i	-0.79	40	2.1	-0.66	10%	631	0.4	2.5	i	0.47	4.2	904	1016	1.1
COc1cc(CN2CCNC(=O)C2CC(=O)NCCC2=CCCCC2)cc(OC)c1 (stereo not drawn)	1.5	1.1	1.5	-18	i	-2.1	27	-0.2	-0.36	-2%	649	1.1	1.7	i	0.96	1.9	1079	1393	8.6
CCc1cc(OCCN(C)C)ccc1Cl	-0.29	1.1	-1.3	17	i	0.4	58	-0.8	0.73	-5%	820	0.4	2.7	i	0.11	5.5	1006	1637	5.4
O=C(Cc1cccc2ccccc12)NN1C(=O)C2C(C1=O)C1C=CC2C12CC2 (stereo not drawn)	-0.24	1.1	0.021	-2	i	0.28	38	0.9	0.09	8%	611	0.2	3.4	i	-0.22	5.0	1149	1546	5.4
Cc1ccc(NC(=S)NC2CC3CCCC(C2)N3Cc2ccco2)cc1 (stereo not drawn)	-0.38	1.1	0.08	-7	i	0.9	23	0.7	0.06	-6%	597	0.4	1.1	i	-0.21	7.7	1389	1385	14
COc1ccccc1C1=Nc2cccc3cccc(c23)N1	-0.24	1	-1	nt	i	0.32	52	0.4	-0.52	45%	nt	1.7	1.8	i	-0.43	2.1	1360	1542	3.8
